Assay outcomes from PubChem BioAssay.
Apaf-1 inh: human Apaf-1 inhibition; inhibition, % at 20 µM; actives 0.71% (n = 330,000); reconstituted apoptosome caspase-3 activity, DEVD-Rh110 fluorescence; O14727; active = inhibition of at least 40% at 20 µM;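 also: plate controls were DMSO wells for no effect and DEVD-CHO caspase inhibitor wells for full effect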
Target sequence (O14727 whole entry, looked up): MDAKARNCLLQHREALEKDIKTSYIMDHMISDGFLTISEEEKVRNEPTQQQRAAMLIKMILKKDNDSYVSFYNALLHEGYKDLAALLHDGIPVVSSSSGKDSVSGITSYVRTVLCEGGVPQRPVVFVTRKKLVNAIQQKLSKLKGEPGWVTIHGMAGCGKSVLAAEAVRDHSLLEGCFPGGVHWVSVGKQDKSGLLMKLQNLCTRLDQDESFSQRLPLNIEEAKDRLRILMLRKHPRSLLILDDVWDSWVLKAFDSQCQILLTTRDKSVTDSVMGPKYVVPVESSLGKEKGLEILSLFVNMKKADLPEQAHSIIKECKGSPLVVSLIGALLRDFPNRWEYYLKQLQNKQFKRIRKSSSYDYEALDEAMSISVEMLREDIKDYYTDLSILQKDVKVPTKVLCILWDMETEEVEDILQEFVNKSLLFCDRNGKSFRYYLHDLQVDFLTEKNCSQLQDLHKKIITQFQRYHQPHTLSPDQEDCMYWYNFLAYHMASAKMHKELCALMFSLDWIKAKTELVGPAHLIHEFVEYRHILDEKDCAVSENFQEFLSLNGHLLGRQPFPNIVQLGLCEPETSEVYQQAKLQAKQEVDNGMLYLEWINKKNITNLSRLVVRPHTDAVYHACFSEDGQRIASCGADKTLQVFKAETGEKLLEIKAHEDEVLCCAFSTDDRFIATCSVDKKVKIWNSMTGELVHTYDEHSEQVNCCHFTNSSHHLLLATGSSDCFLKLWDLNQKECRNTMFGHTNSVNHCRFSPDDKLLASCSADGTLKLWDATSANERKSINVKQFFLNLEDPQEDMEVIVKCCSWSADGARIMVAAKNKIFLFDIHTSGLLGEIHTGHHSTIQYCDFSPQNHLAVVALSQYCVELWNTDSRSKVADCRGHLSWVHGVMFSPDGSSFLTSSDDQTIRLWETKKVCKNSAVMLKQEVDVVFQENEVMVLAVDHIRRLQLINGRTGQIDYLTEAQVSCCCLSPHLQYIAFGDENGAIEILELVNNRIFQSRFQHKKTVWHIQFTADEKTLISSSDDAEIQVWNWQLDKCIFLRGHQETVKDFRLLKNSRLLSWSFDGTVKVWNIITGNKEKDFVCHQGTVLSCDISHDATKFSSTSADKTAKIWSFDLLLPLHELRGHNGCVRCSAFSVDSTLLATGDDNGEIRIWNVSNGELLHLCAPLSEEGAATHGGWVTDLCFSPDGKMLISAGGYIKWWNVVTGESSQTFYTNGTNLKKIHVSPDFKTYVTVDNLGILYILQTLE
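Material: reconstituted apoptosome with Apaf-1, cytochrome c, caspase-9, procaspase-3, dATP; medium: pH 7.5 Hepes buffer with CHAPS, BSA, DTT; also added: cytochrome c and DEVD-Rh110 substrate; timing: 30 min plus 50 min, RT; signal: Rh110 fluorescence intensity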
SENP1 FRET inh: blocks the human SENP1 SUMO protease catalytic domain | actives 0.21% (n = 360,000) | AID 624204 | inhibition, % at 10 µM | recombinant SENP1 catalytic domain, CyPet-SUMO1-YPet FRET cleavage;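 active = inhibition at least 30% at 10 µM, raw YFP signal under a set limit, fluorescence ratio 0.5 to 1.5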;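 also: 0% = enzyme with DMSO and 100% = no enzyme wells; some results filed as inactive read as strong as hits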
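material = recombinant human SENP1 catalytic domain, His6-tagged | quantity = 20 pM enzyme | reagent = 25 nM SUMO1 FRET substrate | compound dosing = 10 µM single point, 0.5% DMSO | timing = 50 min enzyme reaction, room temperature, light-protected | detection = FRET, CFP and YFP emission | control set = no-enzyme low, enzyme-DMSO high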
SENP7 block: blocks the human protease SENP7. Q9BQF6. recombinant SENP7, Z-RLRGG-aminoluciferin luminescence, 40 min. inhibition, % at 5 µM. actives 1.5% (n = 330,000);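 active = inhibition above about 50% at the single test dose, limit read from the data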;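 also: plate controls were DMSO with enzyme for no effect and no enzyme buffer wells for full effect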
PfG6PD inh: PfG6PD (Plasmodium falciparum) enzyme inhibition; PfGluPho enzyme, NADPH resazurin-diaphorase fluorescence; inhibition, % at 20 µM; actives 0.78% (n = 350,000);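 active = inhibition reaching at least a set limit at 20 µM in the primary screen, cut at about 59% in these data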;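 also: 0% = DMSO wells with substrate and 100% = DMSO wells lacking glucose-6-phosphate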
SENP8 block-1: SENP8 (human) protease inhibition | Q96LD8 | recombinant SENP8, Nedd8 substrate fluorescence | inhibition, % at 20 µM | actives 0.64% (n = 360,000) | AID 602440; in the data active = inhibition mostly above about 40%, no sharp cut-off; inactive = mostly below about 27%
SENP6 block: SENP6 protease inhibition. Q9GZR1. Recombinant SENP6 catalytic domain, aminoluciferin luminescence. inhibition, % at 10 µM. actives 1.8% (n = 330,000). AID 2599;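 active = inhibition above about 50% at the single tested dose, limit read from the data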;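 also: plate controls were DMSO wells with enzyme for no effect and DMSO wells lacking enzyme for full effect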
HKDC1 inhibitor: inhibitors of human hexokinase HKDC1; Q2TB90; recombinant HKDC1, G6PDH/diaphorase resazurin coupled fluorescence; inhibition, % at 20 µM; actives 0.16% (n = 340,000); AID 493160;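 active = inhibition above about 35% when tested at 20 µM, limit read from the data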;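 also: plate controls were DMSO wells with enzyme for no effect and DMSO wells lacking enzyme for full effect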
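Test system: HK5 enzyme. Quantity: 5 µg/mL HK5 final. Reagent: glucose and ATP substrates. Schedule: 90 min reaction incubation at room temperature, dark. Technique: resazurin-to-resorufin fluorescence via G6PDH and diaphorase coupling, 525/613 nm. Control set: DMSO wells with and without enzyme mix.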
SENP8 block-2: blocks the human protease SENP8 | Q96LD8 | purified SENP8, Z-RLRGG-aminoluciferin cleavage, luminescence | inhibition, % at 10 µM | actives 1.2% (n = 330,000) | AID 2540; in the data active = inhibition above about 50%
Active calls of the source: *. No enrichment for hits; overall some 3.6% were active at least once.

Sample of the layout, 2 compounds:
CSc1sc(C(=O)N(C)C)cc1S(=O)(=O)C(C)C was read as Apaf-1 inh -3, SENP1 FRET inh 2, SENP7 block 8, PfG6PD inh 0, SENP8 block-1 2, SENP6 block -5, HKDC1 inhibitor -4 and SENP8 block-2 2.
For Cc1ccc(S(=O)(=O)NCCC(=O)O)cc1 the results were Apaf-1 inh 0, SENP1 FRET inh 4, SENP7 block 0, PfG6PD inh -6, SENP8 block-1 26, SENP6 block 2, HKDC1 inhibitor -8 and SENP8 block-2 -2.

All compounds of this part (from the top)
CSc1sc(C(=O)N(C)C)cc1S(=O)(=O)C(C)C was read as Apaf-1 inh -3, SENP1 FRET inh 2, SENP7 block 8, PfG6PD inh 0, SENP8 block-1 2, SENP6 block -5, HKDC1 inhibitor -4 and SENP8 block-2 2.
For Cc1ccc(S(=O)(=O)NCCC(=O)O)cc1 the results were Apaf-1 inh 0, SENP1 FRET inh 4, SENP7 block 0, PfG6PD inh -6, SENP8 block-1 26, SENP6 block 2, HKDC1 inhibitor -8 and SENP8 block-2 -2.
`Cc1c(CN2CCC(C)CC2)c(=O)n(-c2ccccc2)n1C` gave Apaf-1 inh -8, SENP1 FRET inh 1, SENP7 block 3, PfG6PD inh -3, SENP8 block-1 2, SENP6 block 22, HKDC1 inhibitor -9 and SENP8 block-2 6.
`CSCCC(NC(=O)c1ccc(Cl)cc1Cl)C(=O)NNC(=O)c1csc(N2CCOCC2)n1` (stereo not drawn) gave Apaf-1 inh 9, SENP1 FRET inh 2, SENP7 block 0, PfG6PD inh -17, SENP8 block-1 -7, SENP6 block -9, HKDC1 inhibitor -2 and SENP8 block-2 -7.
COc1ccc(CSc2ncn[nH]2)cc1[N+](=O)[O-] was read as Apaf-1 inh -2, SENP1 FRET inh -1, SENP7 block -1, PfG6PD inh -5, SENP8 block-1 7, SENP6 block -13, HKDC1 inhibitor -5 and SENP8 block-2 2.
`CC(=O)c1c(C)[nH]c(C(=O)CSc2ccc(F)cc2)c1C` gave Apaf-1 inh -213, SENP1 FRET inh 3, SENP7 block -1, PfG6PD inh -4, SENP8 block-1 20, SENP6 block -41, HKDC1 inhibitor -1 and SENP8 block-2 -2.
`O=C(CNC(=S)NC(=O)c1ccc(Br)o1)c1ccccc1` gave Apaf-1 inh -16, SENP1 FRET inh 0, SENP7 block -1, PfG6PD inh -1, SENP8 block-1 16, SENP6 block 3, HKDC1 inhibitor -4 and SENP8 block-2 4.
N#CC1(NC(=O)CSc2nnc(-c3ccccc3F)n2N)CCCCC1 was read as Apaf-1 inh -4, SENP1 FRET inh 3, SENP7 block 8, PfG6PD inh 15, SENP8 block-1 -2, SENP6 block -13, HKDC1 inhibitor -6 and SENP8 block-2 -4.
`Cc1noc(C)c1COc1ccc(C(=O)N2CCN(c3ccccc3F)CC2)cc1` gave Apaf-1 inh 12, SENP1 FRET inh -1, SENP7 block 4, PfG6PD inh -4, SENP8 block-1 9, SENP6 block 6, HKDC1 inhibitor 0 and SENP8 block-2 7.
For CNC(=O)CC1C(=O)N(Cc2ccccc2)C(=S)N1NC(=O)c1cccc(F)c1 (stereo not drawn) the results were Apaf-1 inh -12, SENP1 FRET inh 2, SENP7 block 6, PfG6PD inh 4, SENP8 block-1 13, SENP6 block 5, HKDC1 inhibitor -4 and SENP8 block-2 2.
CC1(C(=O)N2CCC(CC3CC(c4ccc(Cl)cc4)=NO3)(C(=O)NCC3CCCCC3)CC2)CC1 (stereo not drawn) was read as Apaf-1 inh 9, SENP1 FRET inh -1, SENP7 block -2, PfG6PD inh -15, SENP8 block-1 7, SENP6 block -6, HKDC1 inhibitor 1 and SENP8 block-2 2.
`COc1ccc(N(CC(=O)NCc2ccccc2)S(=O)(=O)c2c(C)n[nH]c2C)cc1` gave Apaf-1 inh -3, SENP1 FRET inh 3, SENP7 block 14, PfG6PD inh -3, SENP8 block-1 15, SENP6 block -2, HKDC1 inhibitor -6 and SENP8 block-2 -3.
Screening O=C(CSc1nnnn1Cc1ccccc1)Nc1ccc2c(c1)OCO2 returned Apaf-1 inh -4, SENP1 FRET inh 0, SENP7 block 0, PfG6PD inh -2, SENP8 block-1 13, SENP6 block 8, HKDC1 inhibitor 0 and SENP8 block-2 -2.
Screening CN(C)c1cc(Nc2ccc(O)cc2)c([N+](=O)[O-])c2nonc12 returned Apaf-1 inh 23, SENP1 FRET inh -8, SENP7 block -1, PfG6PD inh -5, SENP8 block-1 39, SENP6 block -5, HKDC1 inhibitor -3 and SENP8 block-2 -7.
For COc1cccc(-c2nc(NC3CCCC3)c3ccccc3n2)c1O the results were Apaf-1 inh 23, SENP1 FRET inh 1, SENP7 block 1, PfG6PD inh 38, SENP8 block-1 24, SENP6 block -26, HKDC1 inhibitor -2 and SENP8 block-2 -7.
Screening CCOc1ccc(N2CC(C(=O)NCCN3C(=O)S/C(=C\c4ccc(OC)cc4)C3=O)CC2=O)cc1 (stereo not drawn) returned Apaf-1 inh 3, SENP1 FRET inh -2, SENP7 block -2, PfG6PD inh -12, SENP8 block-1 26, SENP6 block 2, HKDC1 inhibitor -4 and SENP8 block-2 -2.
`O=c1c2ccccc2c(-c2ccccc2)nn1-c1ccccn1` gave Apaf-1 inh 2, SENP1 FRET inh 2, SENP7 block -1, PfG6PD inh -5, SENP8 block-1 9, SENP6 block -10, HKDC1 inhibitor -2 and SENP8 block-2 1.
Screening CC(C)OCCCNC(=O)CNC(=O)c1ccc(Cl)c(Cl)c1 returned Apaf-1 inh -13, SENP1 FRET inh 2, SENP7 block -5, PfG6PD inh -1, SENP8 block-1 1, SENP6 block -17, HKDC1 inhibitor -14 and SENP8 block-2 -3.
CCOc1ccc(CCNC(=O)COC(=O)Cc2ccc(F)cc2)cc1OCC was read as Apaf-1 inh 6, SENP1 FRET inh 2, SENP7 block -9, PfG6PD inh -2, SENP8 block-1 12, SENP6 block -8, HKDC1 inhibitor -4 and SENP8 block-2 -13.
`COc1ccc(CC(=O)Nc2cc(C)ccn2)cc1` gave Apaf-1 inh -14, SENP1 FRET inh 0, SENP7 block 4, PfG6PD inh 2, SENP8 block-1 4, SENP6 block -3, HKDC1 inhibitor -7 and SENP8 block-2 4.
CC1CCN(S(=O)(=O)c2ccc3nc(-c4ccccn4)cc(C(=O)NCCN(C)Cc4ccccc4)c3c2)CC1 was read as SENP1 FRET inh -1, PfG6PD inh -10, SENP8 block-1 4 and HKDC1 inhibitor 12.
Screening C[C@H]1COC(=O)[C@@H](CC(=O)OC(C)(C)C)C/C=C\C[C@@H](CC(=O)N[C@H](CO)Cc2ccccc2)C(=O)N1 returned Apaf-1 inh -1, SENP1 FRET inh 0, SENP7 block 6, PfG6PD inh -5, SENP8 block-1 4, SENP6 block 4, HKDC1 inhibitor -9 and SENP8 block-2 -4.
Screening O=C(N/N=C/c1ccc(-c2cccc(C(F)(F)F)c2)o1)c1cccc(F)c1 returned Apaf-1 inh 13, SENP1 FRET inh 0, SENP7 block -1, PfG6PD inh 22, SENP8 block-1 -214, SENP6 block 5, HKDC1 inhibitor -5 and SENP8 block-2 -2.
`CC[C@]12c3[nH]c4ccc(Cl)cc4c3CCN1C(=O)[C@@H](CC(=O)NCc1ccco1)C[C@@H]2C(=O)N1CCN(C(=O)c2ccco2)CC1` gave Apaf-1 inh 10, SENP1 FRET inh 0, SENP7 block 8, PfG6PD inh -2, SENP8 block-1 5 and HKDC1 inhibitor 16.
`COc1cc(C(=O)N2CCN(S(=O)(=O)c3ccc(C)cc3)CC2)ccc1OCc1c(C)noc1C` gave Apaf-1 inh 12, SENP1 FRET inh -2, SENP7 block -5, PfG6PD inh -2, SENP8 block-1 22, SENP6 block -18, HKDC1 inhibitor -7 and SENP8 block-2 1.
`CCN(CC(=O)NCc1ccc(Cl)cc1)C(=O)/C=C/c1ccco1` gave Apaf-1 inh 4, SENP1 FRET inh -4, SENP7 block 3, PfG6PD inh 8, SENP8 block-1 4, SENP6 block -29, HKDC1 inhibitor -3 and SENP8 block-2 -2.
Screening Cn1nc([N+](=O)[O-])nc1Oc1ccc(C(C)(C)C)cc1 returned Apaf-1 inh 0, SENP1 FRET inh 0, SENP7 block 6, PfG6PD inh 4, SENP8 block-1 16, SENP6 block -19, HKDC1 inhibitor -6 and SENP8 block-2 -6.
CCOc1ccc(C(=O)COC(C)=O)cc1 was read as Apaf-1 inh 10, SENP1 FRET inh 1, SENP7 block 3, PfG6PD inh -8, SENP8 block-1 15, SENP6 block -8, HKDC1 inhibitor -2 and SENP8 block-2 -1.
For Cc1ccc(C(=O)Nc2c(N)nc(SCC(=O)Nc3cc(C)on3)[nH]c2=O)cc1 the results were Apaf-1 inh -16, SENP1 FRET inh 3, SENP7 block 7, PfG6PD inh -17, SENP8 block-1 -15, SENP6 block 15, HKDC1 inhibitor -1 and SENP8 block-2 -6.
Screening Cc1ccc(Cl)cc1NS(=O)(=O)c1ccc(-n2cccn2)cc1 returned Apaf-1 inh 8, SENP1 FRET inh 1, SENP7 block -1, PfG6PD inh -29, SENP8 block-1 1, SENP6 block 5, HKDC1 inhibitor 7 and SENP8 block-2 -2.
`O=C(c1nc2nc(-c3ccc(Cl)cc3)cc(C(F)(F)F)n2n1)N1CCOCC1` gave Apaf-1 inh 5, SENP1 FRET inh 2, SENP7 block 1, PfG6PD inh -13, SENP8 block-1 -251, SENP6 block 16, HKDC1 inhibitor -6 and SENP8 block-2 2.
For COc1ccc(CCNc2nc(-c3cccnc3)cs2)cc1OC the results were Apaf-1 inh 4, SENP1 FRET inh 1, SENP7 block 1, PfG6PD inh 11, SENP8 block-1 15, SENP6 block -4, HKDC1 inhibitor 2 and SENP8 block-2 -6.
Screening CCOC(=O)c1cc(-c2cccc([N+](=O)[O-])c2)nc2[nH]c(=O)[nH]c(=O)c12 returned Apaf-1 inh 10, SENP1 FRET inh 1, SENP7 block 16, PfG6PD inh 2, SENP8 block-1 18, SENP6 block 8, HKDC1 inhibitor -2 and SENP8 block-2 5.
For COC(=O)c1cc2c(cc1NC(=O)CSCCc1ccccn1)OCO2 the results were Apaf-1 inh 6, SENP1 FRET inh 1, SENP7 block -3, PfG6PD inh -1, SENP8 block-1 -266, SENP6 block 10, HKDC1 inhibitor 1 and SENP8 block-2 4.
O=c1c2c(nc3cc(-c4ccccc4)[nH]n13)CCC2 was read as Apaf-1 inh 5, SENP1 FRET inh 1, SENP7 block 45, PfG6PD inh 12, SENP8 block-1 -233, SENP6 block 57*, HKDC1 inhibitor 1 and SENP8 block-2 19.
Screening Cc1ccc(CNC(=O)CN2CCC(C(N)=O)CC2)cc1 returned Apaf-1 inh -1, SENP1 FRET inh 0, SENP7 block -5, PfG6PD inh 0, SENP8 block-1 12, SENP6 block -8, HKDC1 inhibitor -1 and SENP8 block-2 -9.
Cc1ccc(S(=O)(=O)N(CC(=O)N/N=C/c2ccco2)Cc2ccccc2)cc1 was read as Apaf-1 inh 13, SENP1 FRET inh 1, SENP7 block 4, PfG6PD inh 12, SENP8 block-1 25, SENP6 block -7, HKDC1 inhibitor -5 and SENP8 block-2 2.
`Cc1c(C)c2ccc(OCC(=O)N3CCN(C(=O)C4COc5ccccc5O4)CC3)cc2oc1=O` (stereo not drawn) gave Apaf-1 inh 6, SENP1 FRET inh 0, SENP7 block 10, PfG6PD inh 0, SENP8 block-1 -370, SENP6 block -3, HKDC1 inhibitor -4 and SENP8 block-2 -8.
